# SW480 rerep: induces DNA re-replication in SW480 colon adenocarcinoma cells; SW480 DNA re-replication, Hoechst DNA content imaging, 48 h; AID 624297; 340,000 tested, 1.8% active; Potency, µM (highest dose often 46.1 µM), without a hit: at the top dose re-replication activation, hits mostly activators; also: potency is read from the fitted curve at half-maximal effect; % of control where 0% means no effect; nearly all actives have a fitted effect of over 55% in size
#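 First, 250 cells per well were seeded. Next, compound or vehicle (23 nL) was pinned in, plates sat 48 hr at 37 C. Finally Hoechst was added for 40 min before fluorescence scanning.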
# HT1080 IDH1KD tx: kills HT-1080 cells with IDH1 knockdown. Potency, µM (doses to about 46.1 µM), inactives show top-dose activity, negative = toxicity, actives largely listed as cytotoxic. HT-1080 IDH1 knockdown viability, ATP luminescence, 48 h. AID 686971. 360,000 tested, 2% active;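 also: potency is read from the fitted curve at half-maximal effect; 0% = DMSO wells and -100% = cell-free medium wells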
#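 CellTiter-Glo luminescence after 48 h compound exposure at 37 degrees C of IDH1-knockdown HT-1080 cells in 5% FBS RPMI. %Activity scaled between DMSO wells and cell-free media wells, with curves fitted and assigned curve classes.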
# IL-1B inflam inh: inhibitors of inflammasome signaling (IL-1 beta secretion); THP-1 LPS/ATP IL-1B secretion, AlphaLISA, 16 h; stronger effect = lower value; activity change, % at 57.5 µM; 360,000 tested, 4.7% active; in the data active = activity change below about -50%; inconclusive = mostly about -30% to -49%; also: % is scaled to controls: 0 for no effect and ±100 for the full control effect
#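 THP-1 cells pretreated 1 hr with compounds (up to 57.5 uM final), then stimulated with LPS (250 ng/mL final) plus ATP (1.25 mM final); secreted IL-1B measured by AlphaLISA after 16 hr, decreased signal indicating inhibition.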
# MCF10A rereplic: DNA re-replication induction in MCF 10a cells; MCF 10A DNA re-replication, Hoechst nuclear intensity, 48 h; AID 624296; Potency, µM (highest dose often 46.1 µM), inactives show top-dose activity, positive = re-replication, actives largely listed as activators; 350,000 tested, 2.9% active; also: potency is read from the fitted curve at half-maximal effect; % of control where 0% means no effect; nearly all actives have a fitted effect of over 50% in size
# KB-3-1 cytotox: KB-3-1 parental cell cytotoxicity; KB-3-1 viability, CellTiter-Glo ATP luminescence, 72 h; Potency, µM (highest dose often 46.1 µM), for the others: at the top dose activity change, negative = cytotoxic, most hits filed as cytotoxic; 400,000 tested, 1.4% active; AID 1347075; also: potency is read from the fitted curve at half-maximal effect; % is scaled to controls: 0 for no effect and ±100 for the full control effect; nearly all actives have a fitted effect of over 60% in size
#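 Using CellTiter-Glo luminescence, growth of non-resistant KB-3-1 adenocarcinoma cells is assessed 72 h after pin-tool compound addition at 37 °C. Normalized responses across the concentration series yield fitted curves.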
# HepG2 viability: counter-screen for TGF-b inhibitors: cytotoxicity in HepG2 cells; HepG2 CAGA-GFP viability, ATP luminescence, 18 h; Potency, µM (top dose mostly 46.1 µM), for inactives: at the top dose activity change, negative = cytotoxicity, usual class: cytotoxic; 410,000 tested, 0.76% active; AID 588856; also: potency is read from the fitted curve at half-maximal effect; some results filed as inactive show a strong effect at the top dose
#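 CellTiter-Glo luminescence gave cytotoxicity after 18 hours at 37 degrees C. The cells were HepG2 CAGA-GFP in 1% FBS DMEM, stimulated with 500 pg/mL TGF-beta after compound addition. %Activity was normalised to no-cell wells (complete cell-killing) and DMSO (no toxicity), and curves were fitted and classified.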
# ATXN viability: viability counter-screen for ATXN expression inhibitors. S2 cells (HEK-293 line with an ATXN2-luciferase reporter) viability, CellTiter-Fluor protease fluorescence, 24 h. Potency, µM (top dose mostly 56.7 µM), usual class: cytotoxic. 400,000 tested, 0.49% active; also: potency is read from the fitted curve at half-maximal effect; nearly all actives have a fitted effect of over 40% in size
# ATXN2 expr inh: reduces ATXN2 reporter expression in HEK-293 cells; HEK-293 ATXN2-luciferase reporter, luminescence, 24 h; Potency, µM (series often up to 57 µM), without a hit: at the highest dose activity change, negative = inhibition, usual class: inhibitors; 360,000 tested, 0.72% active; AID 1745845; also: potency is read from the fitted curve at half-maximal effect; % is scaled to controls: 0 for no effect and ±100 for the full control effect; nearly all actives have a fitted effect of over 55% in size
#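 ATXN2-luciferase reporter cells (luciferase flanked by upstream and downstream ATXN2 gene portions) were treated 24 h at 37 °C with compounds at up to 57 uM. SteadyGlo luminescence gave expression; GF-AFC fluorescence gave viability.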
# HT1080-NT tox: kills 2HG-producing HT-1080-NT fibrosarcoma cells | Potency, µM (doses to about 46.1 µM), for inactives: at the highest dose activity, negative = less viability, hits mostly cytotoxic | 360,000 tested, 1.6% active | HT-1080-NT fibrosarcoma viability, CellTiter-Glo ATP luminescence, 48 h | AID 686970;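 also: NT is the 2HG producing partner of a matched IDH1 knockdown line; potency is read from the fitted curve at half-maximal effect; 0% = DMSO-treated cells and -100% = media-only wells without cells; nearly all actives have a fitted effect of over 55% in size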
#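 Viability by CellTiter-Glo luminescence after 48 h compound exposure at 37C of HT-1080-NT cells (750/well, RPMI, 5% FBS). % activity scaled between DMSO wells and medium-only wells, then curve-fitted and categorized by curve class.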
# The depositor's hits bear a star; i = inactive; ? = inconclusive; nt = no result given; [ ] = another dose, or the depositor's remark. Unless noted, calls follow the shape of the dose curve; as a rule, active = well fitted curve in the direction sought with a large enough effect; inconclusive = small, poorly fitted or top-dose-only effect, or another doubt; inactive = no such curve, though single readings can be large; an effect the other way counts as inactive or inconclusive.
SMILES	SW480 rerep	HT1080 IDH1KD tx	IL-1B inflam inh	MCF10A rereplic	KB-3-1 cytotox	HepG2 viability	ATXN viability	ATXN2 expr inh	HT1080-NT tox
COc1ccc(C(CC(=O)NCc2ccccc2)C(C)C)cc1 (stereo unspecified)	-3%	14%	nt	-14%	0%	31%	i	-10%	0%
CC(=O)Nc1ccc(C(=O)NNC(=O)c2cc([N+](=O)[O-])cc([N+](=O)[O-])c2)cc1	-1%	8%	-15	1%	-18%	1%	i	nt	-5%
C=CCNC(=S)N1CC2(C)CN(C(=S)NCC=C)CC(C)(C1)C2=O	-4%	9%	16	-1%	-2%	-20%	i	nt	0%
Nn1c(SCc2nc3ccccc3[nH]2)nnc1C1CCCCC1	-1%	-12%	8	-189%[0.0737 µM]	13%	11%	i	0%	-8%
COc1cccc(CNC(=O)Cc2ccc(-c3ccccc3)cc2)c1	?	18µM*	22	10µM*	?	-8%	i	-13%	?
Cc1noc(C)c1NC(=O)N(C)C[C@H]1Oc2c(NC(=O)Nc3ccc4c(c3)OCO4)cccc2C(=O)N([C@H](C)CO)C[C@@H]1C	?	-4%	23	15%	0%	-26%	i	4%	-1%
Cc1ccc([C@@H]2C[C@H]3CN(Cc4cccc(Cl)c4)C(=O)[C@]34CCCN24)o1	-6%	2%	-8	-5%	-7%	0%	i	-9%	4%
c1cncc(-c2nc(NCc3cccs3)c3ccccc3n2)c1	0%	-1%	-7	0%	-18%	0%	i	1%	4%
CN(C)C(=O)N1CCN(C(=O)c2ccco2)CC1	4%	9%	-9	?	2%	6%	i	3%	5%
CCOc1ccc(NC(=O)c2ccco2)cc1	-2%	6%	-21	6%	-3%	-27%	i	-23%	7%
Cc1ccc(/C=N/n2c(-c3ccco3)n[nH]c2=S)s1	3%	20%	32	-3%	14%	-2%	i	4%	20%
CC(=O)NC(c1ccccc1)c1cccnc1 (stereo unspecified)	?	-3%	-23	?	5%	-14%	i	-12%	0%
COc1cccc(-c2nn(-c3ccccc3)cc2C(=O)NCC(=O)O)c1	-4%	2%	4	4%	24%	-11%	i	-9%	-2%
COC(=O)c1ccccc1NC(=O)C(C)NS(=O)(=O)c1ccc(OC)cc1 (stereo unspecified)	2%	9%	-7	-11%	5%	1%	i	-1%	9%
O=C(CSc1oc(-c2ccco2)nc1S(=O)(=O)c1ccc(F)cc1)NCC1CCCO1 (stereo unspecified)	0%	-17%	-12	6%	-4%	2%	i	5%	5%

SMILES	SW480 rerep	HT1080 IDH1KD tx	IL-1B inflam inh	MCF10A rereplic	KB-3-1 cytotox	HepG2 viability	ATXN viability	ATXN2 expr inh	HT1080-NT tox
Cc1occc1-c1nnc(SCC(=O)Nc2ccccc2)n1C(C)c1ccccc1 (stereo unspecified)	?	-1%	?	1%	?	-17%	i	-5%	-13%
COC(=O)c1cc(C(=O)c2ccc(Cl)cc2)n2c(=O)/c(=C\N(C)C)sc12	2%	0%	30	?	8.2µM*	-12%	i	1%[11.3 µM]	-8%
O=C(NC1CCCCC1)C(c1cccc2ccccc12)n1c(=O)c(-c2cc3ccccc3[nH]2)nc2ccccc21 (stereo unspecified)	nt	18µM*	77	nt	-14%	nt	nt	nt	21µM*
COc1ccc2cc(CCNC(=O)CCc3ccccc3)c(=O)[nH]c2c1	-7%	5%	35	9%	0%	-4%	i	nt	4%
O=C(COC(=O)Cn1cnc2ccccc2c1=O)Nc1ccccc1OC(F)F	-12%	15%	-2	-2%	-5%	-10%	i	7%	-7%
C/C(=N\NC(=O)c1ccc(Cl)cc1)c1ccc(Br)s1	-1%	-8%	-28	8%	?	-23%	i	-13%	-27%
O=C(NCC1CC1)c1onc(CSc2ccc(F)c(F)c2)c1C(=O)NCC1CC1	-13%	0%	-7	?	7%	-3%	i	3%	-1%
CCCn1c(SCC(=O)Nc2cccc(C(=O)OC)c2)nnc1-c1cccnc1	?	-12%	?	3%	0%	-32%	i	-1%	-1%
CCOC(=O)c1cc(S(=O)(=O)N2CCc3ccccc32)cn1C	-1%	0%	9	5%	6%	2%	i	nt	0%
Cc1cccc2sc(NC(=O)c3ccc(OCC4CCCO4)cc3)nc12 (stereo unspecified)	-2%	-11%	7	4%	-11%	-25%	?	36%[activator]	0%
Cc1cc(C(=O)Nc2ccc(F)cc2C)cs1	4%	12%	-14	13%	20%	9%	i	0%	17%
CCN(CC)N=Nc1cccc(NC(C)=O)c1	14%	-3%	-14	11%	4%	2%	i	12%	?
CC1CCCCN1C(=O)/C=C/c1ccccc1[N+](=O)[O-] (stereo unspecified)	-11%	5%	2	-10%	1%	-1%	i	30%	8%
C=CCNC(=O)COC(=O)/C=C/c1cccs1	?	8%	-1	0%	0%	-5%	i	-4%	3%
Cc1ccc(S(=O)(=O)c2nc(/C=C/c3ccccc3)oc2N2CCC(C(N)=O)CC2)cc1	nt	14%	-15	nt	3%	-8%	i	nt	13%

SMILES	SW480 rerep	HT1080 IDH1KD tx	IL-1B inflam inh	MCF10A rereplic	KB-3-1 cytotox	HepG2 viability	ATXN viability	ATXN2 expr inh	HT1080-NT tox
CCCCCOc1ccc(C(=O)CCC(=O)Nc2ccc(NC(C)=O)cc2)cc1	-6%	?	4	3%	9%	-8%	i	nt	-1%
COc1cccc(-n2nnnc2SCC(=O)Nc2ccc(C(C)=O)cc2)c1	-2%	15%	24	9%	13%	-13%	i	-6%	9%
CCN(Cc1cc2cc(OC)ccc2[nH]c1=O)C(=O)c1ccncc1	-3%	-7%	0	5%	2%	5%	i	4%	2%[9.24 µM]
Cc1ccc(-c2cnc(C3CC3)o2)cc1S(=O)(=O)Nc1ccc(F)cc1Cl	nt	nt	nt	nt	-4%	-31%	i	-5%	nt
COc1ccc(C(=O)O/N=C/c2ccc(S(=O)c3ccc(Cl)cc3)nc2)cc1 (stereo unspecified)	0%	17%	3	-3%	-2%	8%	i	6%	20%
CCOC(=O)C1=C(CSc2nc(C)cc(C)c2C#N)OC(N)=C(C#N)C1c1ccccc1 (stereo unspecified)	-2%	17%	12	2%	17%	6%	i	0%	12%
CCCNC(=O)c1ccccc1NC(=O)c1ccc2c(=O)n3c(nc2c1)CCC3	29%	?	-1	5%	-20%	-46%	i	6%	?
COC(=O)c1ccc(N2CCN(C)CC2)c(NC(=O)COc2ccccc2)c1	-5%	4%	19	10%	6%	-12%	i	3%	-10%
O=C(Nc1ccccc1)OCc1ccccn1	-5%	-12%	-13	-1%	1%	-4%	i	26%	0%
Oc1ccc(CN2CCc3ccccc3C2)c2cccnc12	?	13µM*	12	2.3µM*	4.6µM*	-63%	nt	?	12µM*
COc1ccc(-c2ccc(C(=O)Nc3ccc4c(c3)OCO4)c3occc23)c(C)c1	nt	-24%	?	nt	-1%	-42%	i	14%	-13%
Cc1csc(SCc2nnc(-c3ccccc3Br)o2)n1	-4%	2%	0	?	-7%	-18%	i	-14%	-6%
COc1ccc(-c2nn3c(=O)cc(CN4CCN(C(=O)c5ccc(OC)c(OC)c5)CC4)nc3s2)cc1	nt	nt	nt	nt	-2%	5%	i	11%	nt
Cc1ccsc1C(=O)NCCc1c[nH]c2ccccc12	1%	5%	-15	5%	17%	-17%	i	20%	0%
O=C(CCCCCn1nnc2ccccc2c1=O)Nc1ccccc1Cl	-1%	0%	42	-5%	9%	-3%	i	21%	1%

SMILES	SW480 rerep	HT1080 IDH1KD tx	IL-1B inflam inh	MCF10A rereplic	KB-3-1 cytotox	HepG2 viability	ATXN viability	ATXN2 expr inh	HT1080-NT tox
COc1ccc(-c2cc3ccccc3n2CC(O)CNC(CO)(CO)CO)cc1 (stereo unspecified)	0%	-26%	6	?	-8%	8%	i	3%	-38%
COc1ccc(OCC(=O)N/N=C2/C=C(C)CC2)cc1	-26%	14%	0	?	11%	-2%	i	5%	-14%
Cc1ccccc1C(=O)Nc1cccc(NC(=O)Cn2cnc3c(=O)n(C)c(=O)n(C)c32)c1	16%	11µM*	47	0%	-21%	-5%	i	-25%	?
CCCCCC(=O)NNC1=NCC(Cc2cccc(Cl)c2)S1 (stereo unspecified)	-2%	-15%	-8	-2%	-8%	-28%	i	-3%	0%
CCCC1(C(=O)OCC)NC(c2ccc(O)cc2)C2C(=O)N(c3cccc(C(C)=O)c3)C(=O)C21 (stereo unspecified)	1%	-8%	42	-2%	4%	-50%	i	-14%	-7%
COc1ccc(C(CNC(=O)CSc2ccccc2F)N2CCOCC2)cc1 (stereo unspecified)	-132%[inhibitor]	-2%	-3	11%	0%	-7%	i	-1%	-7%
CCOCCCNCC(=O)Nc1ccc(OC(F)(F)F)cc1	-1%[9.22 µM]	7%	5	9%	10%	-2%	i	-7%	7%
CCCCNC(=O)N1c2ccccc2CC1C (stereo unspecified)	3%	0%	-1	1%	1%	2%	i	12%	10%
O=C(Cn1c(NCCCO)nc2ccccc21)c1ccc([N+](=O)[O-])cc1	19%	6%	-7	?	-1%	-12%	?	-11%	0%
C=CCc1c(C)[nH]c2c(OC)cccc2c1=S	-97%[inhibitor]	-3%	8	0%	-8%	-16%	i	-6%	-20%
CCOC(=O)C1(Cc2cccc(OC)c2)CCCN(C(=O)c2cc(C)oc2C)C1 (stereo unspecified)	7%	-3%	8	?	?	-2%	?	8%	-2%
Cc1ccc(C(=O)Nc2ccc([N+](=O)[O-])cn2)o1	-139%[inhibitor]	-14%	-5	-2%	-6%	-11%	i	30%	-17%
O=C(NC(=S)Nc1nc2ccccc2s1)c1cccs1	-12%	-1%	21	11%	0%	-31%	i	45%[activator]	-1%
